M5 PAM: potentiates acetylcholine response at human M5 receptor | CHO-K1 hM5, Fluo-8 calcium, ACh EC20 PAM; 0% = ACh EC20, 100% = ACh EC100 | activation, % at 3 µM | 360,000 tested, 0.3% active | AID 624038;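 active = activation above the run cutoff, the mean activation of all test compounds plus 3 SD, cut at about 18% in these data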
Target sequence (P08912 whole entry, looked up): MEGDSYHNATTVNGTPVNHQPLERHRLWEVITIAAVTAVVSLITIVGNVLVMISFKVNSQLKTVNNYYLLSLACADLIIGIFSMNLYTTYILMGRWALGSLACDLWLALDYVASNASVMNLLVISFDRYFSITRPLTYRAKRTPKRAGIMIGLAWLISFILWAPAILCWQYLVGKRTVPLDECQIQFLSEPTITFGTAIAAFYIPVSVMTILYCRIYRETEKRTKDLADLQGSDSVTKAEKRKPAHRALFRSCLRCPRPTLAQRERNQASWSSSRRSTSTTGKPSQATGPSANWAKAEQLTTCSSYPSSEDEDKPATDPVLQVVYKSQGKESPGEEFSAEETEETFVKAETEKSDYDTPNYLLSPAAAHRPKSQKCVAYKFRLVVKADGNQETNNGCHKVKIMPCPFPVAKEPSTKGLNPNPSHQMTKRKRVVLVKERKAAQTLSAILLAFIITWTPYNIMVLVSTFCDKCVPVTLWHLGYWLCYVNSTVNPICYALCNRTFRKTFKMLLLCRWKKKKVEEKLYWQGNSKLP
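system = human M5 receptor in CHO-K1 cells | reagent = EC20 acetylcholine as agonist stimulus | compound dosing = single-point, 3 µM nominal | incubation = Fluo-8 loading 80 min at 37 °C plus 30 min room temperature | detection = Fluo-8 calcium dye fluorescence, kinetic read | benchmarks = low control EC20 acetylcholine (0%), high control EC100 acetylcholine (100%)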
M1 PAM: potentiates human M1 receptor response to acetylcholine; 360,000 tested, 0.088% active; P11229; CHO-K1 hM1, Fluo-8 calcium fluorescence, ACh EC20; 0% = ACh EC20, 100% = maximal ACh; AID 588819; activation, % at 3 µM; in the data active = activation above about 19%, passing the limit was not always enough
Target sequence (P11229 whole entry, looked up): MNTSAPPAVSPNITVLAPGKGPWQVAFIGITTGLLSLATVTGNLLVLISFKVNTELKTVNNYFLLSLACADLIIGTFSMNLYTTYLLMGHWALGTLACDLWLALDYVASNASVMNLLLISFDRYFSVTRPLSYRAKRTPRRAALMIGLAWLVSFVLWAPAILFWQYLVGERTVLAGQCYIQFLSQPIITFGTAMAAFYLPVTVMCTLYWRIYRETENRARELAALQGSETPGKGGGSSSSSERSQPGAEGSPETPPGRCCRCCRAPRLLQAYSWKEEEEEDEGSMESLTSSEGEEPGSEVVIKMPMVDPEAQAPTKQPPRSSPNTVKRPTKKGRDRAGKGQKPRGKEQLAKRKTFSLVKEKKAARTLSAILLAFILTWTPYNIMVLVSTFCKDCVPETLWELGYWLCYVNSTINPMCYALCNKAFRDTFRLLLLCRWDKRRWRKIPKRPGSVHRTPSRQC
CRFR2-BP ag: agonists of human CRF-binding protein/CRF-R2 receptor complex | HEK293 CRF-R2/CRF-BP, calcium dye fluorescence (FLIPR); percent of saturating CRF peptide response | 350,000 tested, 0.46% active | AID 588473 | activation, % at 13.2 µM;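 active = activation of at least 50%, plus an integration ratio under a set limit after plate pattern correction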;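 also: plate controls were neutral control wells without compound for no effect and CRF at EC100 for full effect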
CRFR2-BP antag: blocks CRF-induced signaling of the CRF-BP/CRF-R2 complex | HEK293 CRF-R2/CRF-BP, CRF-induced calcium fluorescence | inhibition, % at 11.8 µM | 350,000 tested, 0.59% active | AID 588475;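 active = inhibition of the ligand-induced calcium signal above about 50% at the single tested concentration, limit read from the data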
M5 ag: agonists of human muscarinic M5 receptor (CHRM5); P08912; CHO-K1 hM5 cells, Fluo-8 calcium fluorescence; 0% DMSO wells, 100% maximal acetylcholine response; activation, % at 3 µM; 360,000 tested, 0.19% active; AID 624037;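 active = activation above the run's mean over test compounds plus 3 SD, cut at about 23% in these data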;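 also: signal is peak over basal fluorescence ratio across the kinetic read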
CHRM4 PAM: potentiates acetylcholine response at human M4 receptor; P08173; 360,000 tested, 0.4% active; CHO-K1 hM4/Gqi5, Fluo-8 calcium fluorescence, ACh EC20; 0% = ACh EC20, 100% = maximal ACh; activation, % at 3 µM;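 active = activation above its plate's cutoff, the mean activation of sample wells plus 3 SD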; also: some results filed as inactive read as strong as hits
M5 antag: antagonists of human muscarinic M5 receptor (CHRM5) | P08912 | CHO-hM5 cells, Fluo-8 calcium fluorescence, ACh EC80 | inhibition, % at 3 µM | 360,000 tested, 0.59% active | AID 624040;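 active = inhibition above a per-plate cutoff, the mean of that plate's test compounds plus 3 SD, cut at about 27% in these data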;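 also: 0% = acetylcholine EC80 with DMSO and 100% = DMSO without agonist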
M4 ag: agonists of human muscarinic M4 receptor (CHRM4) | P08173 | CHO-K1 hM4/Gqi5, Fluo-8 calcium fluorescence; vehicle 0%, full acetylcholine response 100% | activation, % at 3 µM | 360,000 tested, 0.14% active | AID 624127;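 active = activation above the run mean over all test wells plus 3 SD, cut at about 32% in these data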;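 also: peak over basal fluorescence ratio per well then scaled between controls; 0% = DMSO wells and 100% = acetylcholine at EC100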
M4 antag: antagonists of human muscarinic M4 receptor (CHRM4); P08173; CHO-hM4 cells, ACh EC80, Fluo-8 calcium fluorescence; inhibition, % at 3 µM; 360,000 tested, 0.73% active; AID 624125;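 active = inhibition above its plate's cutoff, the mean inhibition of sample wells plus 3 SD, cut at about 27% in these data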;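 also: 0% = acetylcholine EC80 with DMSO and 100% = DMSO without agonist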
An asterisk follows results filed as active; · = not tested or not shown. Outcome played no part in choosing rows; any-hit rate near 2.6%.

SMILES	M5 PAM	M1 PAM	CRFR2-BP ag	CRFR2-BP antag	M5 ag	CHRM4 PAM	M5 antag	M4 ag	M4 antag
COC(=O)[C@]1(CC(C)C)N[C@H](c2ccc(-c3ccc(F)cc3)cc2)[C@@H]2C(=O)N(C)C(=O)[C@@H]21	-1	3	-0.5	-10	0	8	-4	0	5
CC(C(=O)c1ccccc1)[n+]1cccc(C(N)=O)c1 (stereo not given)	-7	9	0.5	1	2	-6	1	10	-2
Cc1ccccc1N(CC(=O)NC(C)(C)C)C(=O)CS(=O)CC(=O)Nc1ccc2c(c1)OCO2 (stereo not given)	3	6	0.0	2	4	-4	-4	1	-3
O=C1CC(NS(=O)(=O)c2cccnc2)CN1c1ccc(F)cc1 (stereo not given)	2	13	1.1	4	-3	-4	-3	1	-4
CC(C)=C1C2CCC1C1C(=O)N(c3ccc4c(c3)OCO4)C(=O)C21 (stereo not given)	0	7	0.3	5	-2	-2	-4	1	-2
Cc1cc(C)c(S(=O)(=O)n2ccc3ccccc32)c(C)c1	-12	-2	-0.5	58*	-5	-13	15	-1	17
COc1cccc(NC(=O)N2CCCC2C(=O)NC23CC4CC(CC(C4)C2)C3)c1 (stereo not given)	2	0	-1.6	4	-1	-2	5	-1	-5
c1ccn2c(SCc3ccc4c(c3)OCO4)nnc2c1	3	-2	0.6	-5	-2	-1	-1	0	6
COc1ccc(OC)c(NC(=O)CSc2n[nH]c(-c3cccnc3)n2)c1	-1	-3	-1.2	-2	-1	-4	14	2	7
Cc1cccc2cc(C3CC(c4ccco4)=NN3C(=O)CCC(=O)O)c(Cl)nc12 (stereo not given)	-4	3	1.7	2	0	-4	3	1	8
CC(=O)c1ccc(NS(=O)(=O)c2c(C)cc(C)cc2C)cc1	-1	0	-0.9	-5	-5	2	6	3	-5
COc1ccc(CC(=O)Nc2ccccc2C(F)(F)F)cc1S(=O)(=O)N1CCOCC1	-1	11	-0.8	-9	4	6	12	1	-12
COc1ccc(CCNC(=O)c2ccc(NC(=O)CC3SC(N4CCCCC4)=NC3=O)cc2)cc1 (stereo not given)	-12	-3	-1.6	-1	0	-2	2	5	-1
CCCCN(C(=O)c1ccc(S(=O)(=O)N2CCOCC2)cc1)C1CCS(=O)(=O)C1 (stereo not given)	6	4	-1.9	15	0	10	1	1	-9
COc1cc(/C=C(\CCC(=O)O)c2nc3ccccc3s2)ccc1OCC(=O)Nc1c(Cl)cccc1Cl	0	5	-0.3	-5	-1	0	10	4	-10
CC(C)(C)c1ccc(Nc2n[nH]c3ccccc23)cc1	-2	14	·	·	0	21*	-5	-1	-23
COc1ccc(/C=C2\SC(=NCc3ccccc3)N(Cc3ccccc3)C2=O)cc1OC	5	8	5.8	-3	4	10	-3	1	14
C#CCN(C[C@@H]1[C@@H](OC(=O)Nc2cccs2)[C@@H](OC(=O)Nc2cccs2)Cn2c(=O)n(CCCCCC)c(=O)n21)S(=O)(=O)c1ccc(C)cc1	1	3	5.6	-16	1	-2	-1	0	8
COCCn1c(Cc2ccccc2)nnc1SCC(=O)NC1CC1	-5	-1	0.1	12	-3	-3	22	0	5
COc1cc(Cl)c(CN2CCCC(CO)(Cc3ccccc3F)C2)cc1OC (stereo not given)	6	12	1.0	4	-8	-1	5	3	-8

Reformatted: entries from further up.
mol | M5 PAM | M1 PAM | CRFR2-BP ag | CRFR2-BP antag | M5 ag | CHRM4 PAM | M5 antag | M4 ag | M4 antag
COC(=O)[C@]1(CC(C)C)N[C@H](c2ccc(-c3ccc(F)cc3)cc2)[C@@H]2C(=O)N(C)C(=O)[C@@H]21 | -1 | 3 | -0.5 | -10 | 0 | 8 | -4 | 0 | 5
CC(C(=O)c1ccccc1)[n+]1cccc(C(N)=O)c1 (stereo not given) | -7 | 9 | 0.5 | 1 | 2 | -6 | 1 | 10 | -2
Cc1ccccc1N(CC(=O)NC(C)(C)C)C(=O)CS(=O)CC(=O)Nc1ccc2c(c1)OCO2 (stereo not given) | 3 | 6 | 0.0 | 2 | 4 | -4 | -4 | 1 | -3
O=C1CC(NS(=O)(=O)c2cccnc2)CN1c1ccc(F)cc1 (stereo not given) | 2 | 13 | 1.1 | 4 | -3 | -4 | -3 | 1 | -4
CC(C)=C1C2CCC1C1C(=O)N(c3ccc4c(c3)OCO4)C(=O)C21 (stereo not given) | 0 | 7 | 0.3 | 5 | -2 | -2 | -4 | 1 | -2
Cc1cc(C)c(S(=O)(=O)n2ccc3ccccc32)c(C)c1 | -12 | -2 | -0.5 | 58* | -5 | -13 | 15 | -1 | 17
COc1cccc(NC(=O)N2CCCC2C(=O)NC23CC4CC(CC(C4)C2)C3)c1 (stereo not given) | 2 | 0 | -1.6 | 4 | -1 | -2 | 5 | -1 | -5
c1ccn2c(SCc3ccc4c(c3)OCO4)nnc2c1 | 3 | -2 | 0.6 | -5 | -2 | -1 | -1 | 0 | 6
COc1ccc(OC)c(NC(=O)CSc2n[nH]c(-c3cccnc3)n2)c1 | -1 | -3 | -1.2 | -2 | -1 | -4 | 14 | 2 | 7

Following part:
SMILES	M5 PAM	M1 PAM	CRFR2-BP ag	CRFR2-BP antag	M5 ag	CHRM4 PAM	M5 antag	M4 ag	M4 antag
CCOC(=O)c1cnc(SCC(=O)Nc2ccccc2C(=O)OC)nc1N	-1	6	0.0	-1	-4	1	-6	1	-6
COc1ccc(CN(Cc2ccncc2)C(=O)CCC(=O)O)cc1	8	2	-2.7	7	0	3	-2	1	-3
Cc1cc(C(=O)CSc2n[nH]c(-c3ccccc3F)n2)c(C)n1Cc1cccs1	-9	-16	-0.1	30	-2	-9	1	6	-5
CC(=O)Nc1ccc(NC(=O)CN(c2ccc([N+](=O)[O-])cc2)S(=O)(=O)c2ccccc2)cc1	-5	0	1.1	3	-8	-9	9	1	12
Cc1ccc(C)c(OCCC(=O)OCC(=O)Nc2ccc(C)c(S(=O)(=O)N3CCCCC3)c2)c1	-16	-2	10	0	2	-10	12	15	-3
O=C(CCNS(=O)(=O)c1ccc(Cl)cc1)N1CCOCC1	3	4	4.1	-14	-2	2	4	3	1
O=C(CN1C(=O)C2CCCCC2C1=O)OCc1nnc(-c2ccccc2)o1 (stereo not given)	5	7	-2.5	0	3	0	7	2	3
CN(C(=O)CN1C(=O)c2cc(Cl)c(Cl)cc2C1=O)C1CCS(=O)(=O)C1 (stereo not given)	1	0	1.3	-10	-1	2	4	-1	-17
CC(=O)N1CCN(S(=O)(=O)c2ccc(C)c([N+](=O)[O-])c2)C1C(C)C (stereo not given)	-4	9	0.5	2	-3	0	8	1	1
O=C1CCC([N+](=O)[O-])C(c2ccccc2Br)N1 (stereo not given)	2	3	-3.7	4	-1	2	4	1	8
O=C1/C(=C/c2cccnc2)CCc2c1[nH]c1ccccc21	-4	7	0.6	-16	-6	-2	0	6	-2
CCn1ncc(Br)c1C(=O)Nc1cc(C)on1	1	5	-0.6	-10	-5	1	1	0	0
O=[N+]([O-])c1ccc(N=NN(CCO)CCO)cc1	7	2	1.8	2	-1	5	-8	1	-2
CC1CCc2cc(F)ccc2N1C(=O)c1ccc2c(c1)OCO2 (stereo not given)	-4	7	-0.5	0	-3	2	4	0	-4
O=C(O)c1ccc(COc2ccccc2/C=C2\NC(=O)N(Cc3ccc(F)cc3)C2=O)cc1	-8	-5	-0.6	5	-2	1	-5	0	0
CCC(C)NC(=O)CNS(=O)(=O)c1ccc(C)cc1 (stereo not given)	1	2	-1.7	3	-1	4	-7	0	3
Cc1ccc(S(=O)(=O)n2c(N)nc3cc(C)c(C)cc32)cc1	2	-20	·	·	-2	-2	-18	1	-9
CC(=O)c1cccc(NC(=O)c2ccc(S(=O)(=O)N3CCCC3)cc2)c1	-7	-15	-0.4	5	-3	-8	14	4	6
COCCN1C[C@@H](CO)O[C@@H](n2cnc3c(NCc4ccncc4)ncnc32)C1	-4	8	·	·	0	0	4	1	-11
CCCN1CCN(CCCNC(=O)CCNC(=O)Cn2ccc3ccccc3c2=O)CC1	-2	13	-0.2	-8	2	-7	0	0	-1
O=S(=O)(c1ccc(Cl)cc1)N1CCCCCC1	1	-3	-1.9	5	-5	1	-3	0	-8
NCCSC1CC(=O)N(c2ccc(F)cc2)C1=O (stereo not given)	1	4	3.5	23	-6	-2	3	1	4
COc1ccccc1CNC(=S)Nc1ccc2nc(N3CCN(C)CC3)cc(C)c2c1	3	-1	10	-11	-6	-1	1	2	-4
CCCCCC(=O)N1C[C@H](O)[C@@H](n2cc(-c3ccc(F)cc3)nn2)C[C@@H]1c1ccc(Cl)cc1	-3	-8	-0.7	26	-1	-7	8	8	-3
O=C(Nc1ccc(F)cc1)Nc1cnccn1	0	5	1.2	11	-1	-2	7	1	9
COc1ccc(Nc2ncc(C(=O)N3CCC(C(N)=O)CC3)c3ccccc23)cc1	5	0	1.6	16	-3	-6	10	0	5
Cc1noc(C)c1CSCC(=O)N(C)CC(=O)Nc1ccccc1Cl	-4	5	-0.3	1	1	10	2	1	8
COC(=O)C1=C(C)N(c2ccc(OC)c(OC)c2)C(=O)/C1=C\c1cccs1	-4	4	-2.2	20	1	0	1	0	0
O=S(=O)(Nc1ccc(C(O)(C(F)(F)F)C(F)(F)F)cc1)c1cccc2ccccc12	4	-6	·	·	-1	-1	-10	1	2
CC(OC(=O)c1ccc(S(=O)(=O)N(C)c2ccccc2)cc1)C(=O)NCCC1=CCCCC1 (stereo not given)	-2	-15	6.3	-9	0	-2	-3	3	-10
CCc1nnc(NC(=O)CSc2ccc(-c3nc4ccc(C)cc4[nH]3)cn2)s1	-13	0	4.0	32	-2	-14	3	5	4
O=C(c1cc2nc(-c3ccco3)cc(C(F)(F)F)n2n1)N1CCc2ccccc2C1	2	5	1.1	0	0	21	8	1	2
O[C@@H]1CN(C2CCCCC2)CC[C@H]1N1CCN(CCc2ccccc2)CC1	2	-13	2.5	6	-4	-10	-1	1	6
CCOC(=O)c1ccccc1NC(=O)COC(=O)CSc1ccccc1	2	13	3.6	0	-1	21*	-2	0	-4
Fc1ccc(CSc2nnc(-c3cccnc3)n2Cc2ccco2)cc1	-2	3	1.4	22	-2	-1	3	0	10
COc1cc(N(C(=O)Cc2cccs2)C(C(=O)NC2CCCCC2)c2ccc(C)cc2)ccc1-n1cnnn1 (stereo not given)	-1	5	-1.6	27	0	3	-2	0	-13
Cc1ccc(S(=O)(=O)N2CCCCC2)cc1NC(=O)COc1ccccc1	1	-4	0.9	-3	6	-2	10	1	-5
C=CCn1c(=O)c2ccccc2n2c(SCC(C)=O)nnc12	7	4	0.6	0	-1	-9	-2	0	3
CC(=O)c1cccc(NC(=O)COc2ccc(S(=O)(=O)N3CCOCC3)cc2)c1	-7	4	0.3	8	-4	-6	17	5	7
Cc1oc(-c2ccccc2Cl)nc1CS(=O)(=O)CC(=O)NC(C)c1ccccc1 (stereo not given)	-6	-12	-6.9	-47	3	-3	1	7	2
COC(=O)Cn1c(=NC(=O)CSCC(=O)NC2CCCCC2)sc2cc(OC)ccc21	-5	12	-4.9	-10	0	3	6	1	-2

Screening data as filed in PubChem.
